A549 tox: A549 cytotoxicity, counter-screen for Nrf2 inhibitors; A549 ARE-Fluc cells, CellTiter-Fluor viability, 18-24 h; Potency, µM (top dose mostly 46 µM), inactives show at the top dose activity change, negative = cytotoxicity, usual class: inhibitors; 390,000 compounds, 0.16% hits; further: potency means the concentration at half of the fitted maximal effect; on the % scale 0 is the no-effect control and ±100 the full control effect
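Cytotoxicity counterscreen: CellTiter-Fluor fluorescence was measured in A549 ARE_Fluc cells after 18-24 h of compound exposure in a concentration series. The subsequent BugLite luminescent read reports ARE-luciferase activity.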
ATXN viability: reduces viability in counter-screen for ATXN expression inhibitors. S2 cells (HEK-293 line with an ATXN2-luciferase reporter) viability, CellTiter-Fluor protease fluorescence, 24 h. Potency, µM (titrated, usually from 56.7 µM), hits mostly cytotoxic. 400,000 compounds, 0.49% hits. AID 651635; further: potency means the concentration at half of the fitted maximal effect; nearly all actives have a fitted effect of over 40% in size
IL1B secr inh: inflammasome signaling inhibition, IL-1 beta readout; THP-1 LPS/ATP IL-1B secretion, AlphaLISA, 16 h; stronger effect = lower value; activity change, % at 57.5 µM; 360,000 compounds, 4.7% hits; in the data active means activity change below about -50%; inconclusive means mostly about -30% to -49%; further: on the % scale 0 is the no-effect control and ±100 the full control effect
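THP-1 cells pretreated 1 hr with compounds (up to 57.5 uM final), then stimulated with LPS (250 ng/mL final) plus ATP (1.25 mM final); secreted IL-1B measured by AlphaLISA after 16 hr, decreased signal indicating inhibition.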
TGFb inhibitor: TGF-b pathway inhibition; HepG2 CAGA-GFP TGF-b/SMAD3 reporter, GFP fluorescence, 18 h; TGF-beta stimulated, 500 pg/mL final; Potency, µM (top dose mostly 46.1 µM), for the others: at the highest dose activity, negative = inhibition, most hits filed as inhibitors; 410,000 compounds, 1.2% hits; AID 588855; further: potency means the concentration at half of the fitted maximal effect; on the % scale 0 is the no-effect control and ±100 the full control effect; nearly all actives have a fitted effect of over 65% in size
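TGF-beta reporter screen: HEPG2 CAGA-GFP, 1% FBS, 500 pg/mL TGF-beta final, 18 h; per-cell GFP summed per well; curves fitted and categorized by class.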
Nrf2 block: blocks Nrf2 signaling | A549 ARE-Fluc reporter, luciferase luminescence, 18-24 h | Potency, µM (doses to about 46 µM), without a hit: top-dose activity change, negative = inhibition, hits mostly inhibitors | AID 504444 | 360,000 compounds, 2.1% hits; further: potency means the concentration at half of the fitted maximal effect; on the % scale 0 is the no-effect control and ±100 the full control effect; nearly all actives have a fitted effect of over 60% in size
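Cells were seeded and rested 2 h, then exposed to compounds for 18-24 h. CellTiter-Fluor was read first as a viability measure. BugLite was added 15 min before the final luminescent read of ARE-luciferase activity in A549 cells.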
ATXN2 expr inh: inhibitors of ATXN2 expression. Potency, µM (series often up to 57 µM), inactives show at the highest dose activity change, negative = inhibition, usual class: inhibitors. HEK-293 ATXN2-luciferase reporter, luminescence, 24 h. 360,000 compounds, 0.72% hits; further: potency means the concentration at half of the fitted maximal effect; on the % scale 0 is the no-effect control and ±100 the full control effect; nearly all actives have a fitted effect of over 55% in size
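qHTS (up to 57 uM final) was run with 24 h compound exposure of reporter cells at 37 °C. Each well was multiplexed: SteadyGlo luminescence measured ATXN2-luciferase expression after a fluorogenic Gly-Phe-AFC viability readout (25 uM final).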
MCF10A rereplic: induces DNA re-replication in MCF 10a normal breast cells; MCF 10A DNA re-replication, Hoechst nuclear intensity, 48 h; Potency, µM (highest dose often 46.1 µM), for the others: at the highest dose activity, positive = re-replication, usual class: activators; 350,000 compounds, 2.9% hits; AID 624296; further: potency means the concentration at half of the fitted maximal effect; % of control where 0% means no effect; nearly all actives have a fitted effect of over 50% in size
HepG2 tox: counter-screen for TGF-b inhibitors: cytotoxicity in HepG2 cells. HepG2 CAGA-GFP viability, ATP luminescence, 18 h. AID 588856. 410,000 compounds, 0.76% hits. Potency, µM (highest dose often 46.1 µM), without a hit: top-dose activity change, negative = cytotoxicity, actives largely listed as cytotoxic; further: potency means the concentration at half of the fitted maximal effect; some results filed as inactive show a strong effect at the top dose
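CellTiter-Glo luminescence gave cytotoxicity after 18 hours at 37 degrees C. The cells were HepG2 CAGA-GFP in 1% FBS DMEM, stimulated with 500 pg/mL TGF-beta after compound addition. %Activity was normalised to no-cell wells (complete cell-killing) and DMSO (no toxicity), and curves were fitted and classified.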
Nrf2 activator: activators of Nrf2 (ARE) signaling; AREc32 ARE-luciferase reporter (MCF7-derived line), luminescence, 24 h; Potency, µM (doses to about 46.1 µM), inactives show top-dose activation, hits mostly activators; 410,000 compounds, 0.31% hits; AID 624171; further: potency means the concentration at half of the fitted maximal effect; % of control where 0% means no effect; nearly all actives have a fitted effect of over 65% in size
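AREc32 cells carrying an ARE-driven firefly luciferase, 1000 cells/well in OPTI-MEM with 5% FBS, dosed after overnight attachment and incubated 24 hr at 37 deg C. Steady-Glo luminescence read after 30 min at RT.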
The depositor's hits bear a star; i = inactive; u = inconclusive; x = no result given; [ ] = another dose, or the depositor's remark. Unless noted, the call rests on the fitted dose curve; in most records, active means well fitted curve in the direction sought with a large enough effect; inconclusive means small, poorly fitted or top-dose-only effect, or another doubt; inactive means no such curve, though single readings can be large; an effect the other way counts as inactive or inconclusive.

SMILES	A549 tox	ATXN viability	IL1B secr inh	TGFb inhibitor	Nrf2 block	ATXN2 expr inh	MCF10A rereplic	HepG2 tox	Nrf2 activator
CCOC(=O)C(=O)N1CCN(c2ccccc2OC)CC1	1%	i	7	1%	-2%	0%	-1%	-23%	0.1%
Cc1cccc(/C=N/NC(=O)c2ccccc2OCc2cccc(Br)c2)n1	u	u	-87*	-16%	u	u	18µM*	-11%	0.8%
COc1ccc(-c2ccc(C#N)c(SCC(=O)NC3CC3)n2)cc1OC	13%	i	-20	11%	-6%	x	1%	0%	-0.4%
COc1ccc(C(=O)C2CCCN(C(=O)c3ccoc3C)C2)cc1F (stereo unspecified)	4%	i	19	-22%	7%	0%	-5%	-8%	-0.6%
O=C(Nc1ccc(Br)cc1)c1cc(S(=O)(=O)N2CCc3ccccc32)ccc1F	6%	i	x	-26%	x	-20%	x	3%	1.9%
CCOC(=O)C1=CN(Cc2ccco2)S(=O)(=O)NC1c1ccc(F)c(Cl)c1 (stereo unspecified)	1%	i	-1	-19%	-5%	-4%	-9%	-5%	0.5%
CN(C)S(=O)(=O)c1ccc(N2CCCC2)c(C(=O)Nc2ccc(F)cc2F)c1	-3%	i	-2	-5%	12%	1%	1%	3%	-0.7%
Cc1ccc(C(=O)O)c(NC=O)c1OCc1ccccc1	1%	i	15	19%	8%	2%	1%	14%	1.7%
CC1=C(C(N)=O)C(c2ccc(F)cc2)n2nc(-c3ccc(N(C)C)cc3)nc2N1 (stereo unspecified)	2%	i	x	6%	-6%	6%	x	4%	0.1%
O=C(Nc1cc(F)c(Br)cc1F)c1ccc(Cl)cc1	-10%	i	16	-3%	u	14%	-4%	-23%	0.8%
Cc1cc2c3ccccc3[nH]c(=O)n2n1	x	i	-25	-16%	x	x	x	-16%	-0.6%
COc1ccc(Cl)cc1C(=O)OCC(=O)NC(=O)c1cccn1C	2%	i	-16	1%	4%	2%	5%	21%	0.1%
CC(=O)N1CCOc2cc(S(=O)(=O)Nc3cccc(C(F)(F)F)c3)c(Cl)cc21	12%	x	x	u	u	x	x	-18%	3.0%
C[C@@H]1O[C@H](C2CC2)Cc2[nH]c(=S)[nH]c(=O)c21	x	i	44	x	x	-7%	x	x	0.6%
CCCCCc1ccc(C(=O)CCC(=O)OCC(=O)N(CC)c2c(N)n(Cc3ccccc3)c(=O)[nH]c2=O)cc1	-11%	u	12	u	-13%	u	8%	-69%	-0.3%
COc1cc2c(c(OC)c1OC)CCc1cnoc1-2	3%	i	-6	-19%	-24%	x	0%	-10%	-0.9%
CCS(=O)(=O)c1nc(S(=O)(=O)c2ccc(C)cc2)c(NCCN2CCOCC2)s1	-6%	i	-10	5%	-12%	-1%	-2%	2%	4.4%
COc1ccc(CN2CCC[C@]3(N[C@H](c4ccc(C(F)(F)F)cc4)[C@@H]4C(=O)N(C)C(=O)[C@@H]43)C2=O)cc1	x	i	31	6%	x	3%	x	9%	-1.0%
Cc1cccc(NC(=O)N2CCC(NC(=O)c3ccccc3C)CC2)c1	-14%	i	-3	-1%	-19%	-5%	5%	-8%	-0.8%
CCSc1nnc(NC(=O)Cc2cc(OC)c(OC)c(OC)c2)s1	1%	i	0	3%	u	x	8%	-13%	3.6%
CCC(=O)N1CCCc2cc(S(=O)(=O)N3CCN(C4CCCCC4)CC3)ccc21	-9%	u	-25	-12%	-27%	-13%	1%	-29%	0.3%
O=C(NN=C1CCCC1)c1n[nH]c2c1CCC2	2%	i	109	-15%	u	43%[activator]	u	-7%	2.0%
Cc1nccn1-c1ccc(C(F)(F)F)cc1[N+](=O)[O-]	9%	i	13	-1%	19%	8%[11.3 µM]	-13%	4%	1.7%
O=C(NC(c1ccc(-c2ccccc2)cc1)c1cnccn1)C1CCN(CCOc2ccc(F)cc2)CC1 (stereo unspecified)	x	u	-54*	13µM*	x	u	x	18µM*	-5.3%
c1ccc(-c2ncnc3nc4n(c23)CCC4)cc1	-9%[1.84 µM]	i	-23	-4%	-4%	2%	0%	1%	0.3%
COc1cccc(CN(C)C(=O)c2ccc(S(=O)(=O)N3CCCC3)cc2)c1OC	-7%	i	-1	21%	4%	-2%	-181%[0.0737 µM]	-16%	1.9%
C/C(=N\Nc1cccc2cccnc12)c1ccc[nH]1	-4%	i	-1	-2%	u	102%[activator]	17%	-14%	25%
Cc1cc(C)cc(OCc2cc(=O)n3c(-c4ccccc4)csc3n2)c1	1%	i	x	-5%	12%	4%	x	6%	-0.3%
Oc1cc(Cc2ccccc2)cnc1CN1CCCCC1	-3%	i	-28	6%	5%	12%	0%	4%	0.4%
COC(=O)c1ccc2ccn(CC(=O)NC3CCCCC3)c2c1	-8%	i	-7	-9%	8%	4%	u	-2%	-0.5%
CN(C)S(=O)(=O)c1cccc(C(=O)OCC(=O)Nc2sccc2C(N)=O)c1	-13%	u	-17	4%	u	-21%	1%	-2%	-0.1%
Cc1ccc(NC(=O)c2c(C(F)(F)F)nn(C)c2SCc2cccc(C(F)(F)F)c2)cc1C	-8%	i	-21	-17%	u	6%	13%	-12%	2.3%
COCCNC(=O)C1(C)CCCN(C(=O)c2ccc3c(c2)OCO3)C1 (stereo unspecified)	x	i	19	28%	x	14%	x	1%	0.6%
CC(C)N1CCN(C(=O)C2CCC(=O)N(CCc3cccc(F)c3)C2)CC1 (stereo unspecified)	1%	i	4	-3%	11%	4%	-5%	-3%	0.4%
COc1ccc(NC(=O)c2c(OC)cccc2OC)c(OC)c1	-15%	i	6	-29%	7%	-16%	9%	-83%	-0.6%
CCOC(=O)c1ccc(NC(=O)CSc2ccc3ccccc3n2)cc1	17%	i	x	u	x	-10%	x	-18%	4.9%
COc1ccccc1NC(=O)c1ccc([N+](=O)[O-])o1	-7%	i	-83*	2.8µM*	-11%	-24%	u	13µM*	15%
O=C(Nc1ccc(Cl)c(Cl)c1)N1CC=C(c2ccccc2)CC1	-2%	i	-17	-6%	u	-1%	15µM*	2%	0.4%
Cc1cc(C)c(C#N)c(Nc2ccc(F)cc2)n1	13%	u	0	10%	u	2%	9%	0%	3.2%
CCOC(=O)c1cc(-c2ccccc2)sc1NC(=O)C(C)OC(=O)c1cccnc1Cl (stereo unspecified)	-9%	i	0	-1%	4%	19%	u	12%	0.0%
Cc1ccc(NCc2nnc(SCC(=O)O)n2Cc2ccccc2)cc1Cl	2%	i	7	0%	9%	-2%	-7%	-2%	-0.6%
COc1ccc(CS(=O)(=O)c2nc(C)cc(C)c2S(C)(=O)=O)cc1	0%	i	5	10%	u	-8%	6%	2%	21%
CCCN(C(=O)CSCc1ccc(C)cc1)c1c(N)n(Cc2ccccc2)c(=O)[nH]c1=O	x	i	-23	10%	x	x	x	-14%	3.6%
O=C(Cc1cccc([N+](=O)[O-])c1)Nc1cccc(C(=O)N2CCCCC2)c1	-2%	i	-17	22%	u	-9%	2%	41%	-0.1%
CCOc1ccccc1NC(=O)c1ccc(NC(=O)c2ccco2)cc1	-2%	i	-58*	u	23µM*	-8%	-3%	-7%	-0.2%
O=C(COC(=O)c1cccc(Cl)c1)Nc1ccc2[nH]c(=O)[nH]c2c1	0%	i	5	9%	1%	9%	0%	0%	4.0%
CCOC(=O)c1cc(NC(=O)Nc2ccccc2Cl)c(C)nc1C	-9%	i	4	9%	u	-20%	1%	5%	-0.2%
Cc1cc(C)c(C(=O)Nc2ccc3c(c2)OCCO3)c(C)c1	x	i	-18	-1%	x	x	x	13%	2.9%
COc1ccc(Nc2nc(-c3ccc(OC)cc3)c(CCC(=O)O)s2)cc1	-11%	i	-8	2%	-13%	0%	-3%	1%	0.3%
CC1(C)CC(=O)C(Sc2ccccc2C(=O)O)=C(O)C1	2%	i	-1	7%	0%	-7%	-9%	20%	-0.7%
CC(C)CCNC(=O)c1ccc2nc(CCc3ccccc3)oc2c1	9%	i	x	3%	x	12%	x	-30%	0.7%
CCOc1ccc(S(=O)(=O)NCc2ccc3c(c2)OCO3)cc1C(=O)O	1%	i	5	9%	5%	1%	-1%	13%	0.1%
O=C(O)c1cc2c(s1)-c1ccccc1OC2	-2%	i	10	10%	x	-5%	-16%	1%	1.3%
COC(=O)[C@]1(Cc2ccccc2)N[C@H](c2ccc(-c3ccc4c(c3)OCO4)cc2)[C@@H]2C(=O)N(C)C(=O)[C@@H]21	9%	i	-10	-11%	-20%	4%	u	3%	2.7%
COc1ccc2nc(C)c(C(N)=O)cc2c1	-10%	i	7	-12%	4%	1%	-2%	19%	-0.4%
CC(=O)Nc1sc(N/N=C\c2cccc(Cl)c2)nc1-c1cccs1	3%	i	-11	-23%	24%	-22%	2%	-18%	u
O=[N+]([O-])c1ccc(NS(=O)(=O)N2CCOCC2)cc1	-10%	u	13	4%	5%	-17%	0%	4%	0.4%
Cc1cc(C)nc(SCc2cc(=O)c(OC(=O)c3ccco3)co2)n1	0%	i	29	6%	-4%	4%	2%	-1%	4.0%

Four compounds from above, sorted by the value under Nrf2 activator, low to high.
SMILES | Nrf2 activator
CCOc1ccc(S(=O)(=O)NCc2ccc3c(c2)OCO3)cc1C(=O)O | 0.1%
CC(C)CCNC(=O)c1ccc2nc(CCc3ccccc3)oc2c1 | 0.7%
COC(=O)[C@]1(Cc2ccccc2)N[C@H](c2ccc(-c3ccc4c(c3)OCO4)cc2)[C@@H]2C(=O)N(C)C(=O)[C@@H]21 | 2.7%
Cc1cc(C)nc(SCc2cc(=O)c(OC(=O)c3ccco3)co2)n1 | 4.0%

Bioassay records from PubChem.
